High-throughput results as filed in PubChem.
NLRP3 yeast inh – NALP3 inflammasome inhibitors in reconstituted yeast, primary screen, luminescence, uHTS. inhibition, % at 10 µM. Yeast reconstituted NLRP3/ASC/caspase-1, beta-gal luminescence, 24 h. 0.39% of 330,000 active;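 active = inhibition of 50% or more; inactive = inhibition below 50%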;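 note: plate controls were induced DMSO wells for no effect and uninduced yeast grown without galactose for full effect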
APJ ag – agonists of human apelin receptor APJ, primary screen, CHO-K1 cells, PathHunter beta-arrestin, luminescence; P35414; activation, % at 20 µM; 0.11% of 330,000 active; AID 2520, 2010; 0% DMSO wells, 100% apelin;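 active = activation more than six SD over the plate average, tested at 20 µM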;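 note: 0% = DMSO alone and 100% = apelin-13 at 10 nM; some results filed as inactive read as strong as hits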
Target sequence (P35414 whole entry, looked up): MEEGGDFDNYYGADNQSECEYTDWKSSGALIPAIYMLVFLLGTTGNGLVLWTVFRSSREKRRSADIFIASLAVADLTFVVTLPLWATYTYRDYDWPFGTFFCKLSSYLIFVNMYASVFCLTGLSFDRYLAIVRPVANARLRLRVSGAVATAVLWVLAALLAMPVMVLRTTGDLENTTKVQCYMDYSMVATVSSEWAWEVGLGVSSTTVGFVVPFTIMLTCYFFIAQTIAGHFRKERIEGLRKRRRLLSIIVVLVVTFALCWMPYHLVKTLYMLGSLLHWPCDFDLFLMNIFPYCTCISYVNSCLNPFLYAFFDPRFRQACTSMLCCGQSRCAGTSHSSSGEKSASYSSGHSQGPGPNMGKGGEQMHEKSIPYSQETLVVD
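Assay system: engineered CHO-K1 APJ arrestin reporter cells; Amount: 1000 CHO-K1 reporter cells seeded per well; Dosing: one dose, 20 µM compound, 1% DMSO; Times: compound stimulation 90 min at 25 °C, detection 60 min; Measured by: luminescent beta-gal fragment complementation, chemiluminescent substrate; Read-out: APJ–arrestin association signal; Controls: DMSO vs Apelin-13 10 nM.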
APJ antag – antagonists of human apelin receptor APJ, primary screen, CHO-K1 cells, beta-arrestin complementation, luminescence; P35414; inhibition, % at 20 µM; 0.32% of 330,000 active;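 active = inhibition above about 40% at 20 µM, limit read from the data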;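 note: cells challenged with 10 nM apelin-13 agonist together with compound; plate controls were apelin-13 plus DMSO wells for no effect and DMSO wells lacking apelin-13 for full effect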
beta cell repl – inducers of MIN6 beta-cell proliferation, primary screen, ATP luminescence, uHTS. MIN6 cells proliferation, ATPlite luminescence, 48 h; cells starved in 0.2% serum; 100% = growth in 10% serum. proliferation, % at 10 µM. 0.29% of 330,000 active;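 active = compounds whose signal lies at least 3.5 SD above the mean of all wells on their plate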;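 note: 0% = DMSO-treated cells in low-serum medium and 100% = 10% serum control; some compounds called inactive have numbers as strong as hits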
TIM10 inh – growth inhibitors of isogenic TIM10 control yeast, primary screen, counter-screen for tim10-1 yeast inhibitor project, luminescence, uHTS | S. cerevisiae TIM10 strain growth, BacTiter-Glo luminescence, 24 h | 1.4% of 330,000 active | AID 463195, 2010 | inhibition, % at 10 µM;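 active = inhibition of 40% or more at the single tested concentration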;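 note: wild-type TIM10 isogenic control strain grown at permissive 25 °C; 0% = DMSO yeast wells and 100% = minimal medium wells without yeast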
NR3A LBD binder – binders of NR3A ligand-binding domain, primary screen, biophysical, differential scanning fluorimetry, uHTS; Glutamate receptor ionotropic, NMDA 3A (GRIN3A) ligand-binding domain; NR3A LBD differential scanning fluorimetry, Tm shift; 0% = protein alone, 100% = glycine-bound protein; Tm shift relative to glycine control, % at 25 µM; AID 1259313, 2017; 2.5% of 340,000 active;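 active = melting temperature shift of at least 10% of the positive control shift, at one fixed dose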
tim10-1 inh – growth inhibitors of tim10-1 mutant yeast, primary screen, luminescence, uHTS. inhibition, % at 20 µM. 2.2% of 330,000 active. S. cerevisiae tim10-1 ts strain growth, BacTiter-Glo, 24 h;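 active = inhibition of at least 40%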;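 note: mutant grown at 25 °C; 0% = DMSO wells with yeast and 100% = wells holding no yeast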
tim23-1 inh – growth inhibitors of tim23-1 mutant yeast, primary screen, luminescence, uHTS; inhibition, % at 20 µM; S. cerevisiae tim23-1 growth, BacTiter-Glo luminescence, 24 h; 1.3% of 330,000 active;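 active = growth inhibition of the mutant yeast at or above 50%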;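 note: temperature-sensitive mutant grown at 25 °C; plate controls were DMSO-treated mutant yeast for no effect and medium wells lacking yeast for full effect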
MPTP block – mitochondrial permeability transition pore inhibitors, primary screen, biochemical, isolated mouse mitochondria, absorbance. 1.4% of 360,000 active. inhibition, % at 10 µM. Ca2+ swelling absorbance, 30 min. AID 602449, 2012;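 active = inhibition of 50% or more, scaled per plate between neutral and stimulator controls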;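 note: 0% = DMSO wells given calcium and 100% = 1 mM EGTA wells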
The depositor's hits bear a star; . = not tested or not shown. Rows are unselected. Share with any hit: about 7.2%.

SMILES	NLRP3 yeast inh	APJ ag	APJ antag	beta cell repl	TIM10 inh	NR3A LBD binder	tim10-1 inh	tim23-1 inh	MPTP block
COc1ccc(OCc2cc(C(=O)NCc3cccc(C)n3)no2)c(Cl)c1	14	2	-10	0	14	-1	32	29	0.4
CC(OC(=O)c1ccc2ncsc2c1)C(=O)NCc1ccccc1 (stereo unspecified)	14	-2	9	3	2	.	-1	-7	.
O=C(O)CCCCN1C(=O)/C(=C\c2ccc(OCc3ccccc3)c(OCc3ccccc3)c2)SC1=S	7	0	-2	-6	12	-7	16	9	1.5
O=C(NCc1ccccc1Cl)C1CCCN1C(=O)NCc1ccccc1 (stereo unspecified)	11	-2	13	-4	6	0	-7	-5	0.9
CC(OC(=O)c1cccc(-n2cnnn2)c1)C(=O)Nc1ccc(F)cc1 (stereo unspecified)	10	3	-21	-6	0	2	-8	-11	0.3
CC1CN(C(=O)Cn2cc(SCC(=O)N3CCOCC3)c3ccccc32)CC(C)O1 (stereo unspecified)	1	-5	-5	-2	1	0	-1	-3	-2.2
Cc1cc(C)cc(NC(=O)CN2C(=O)NC(Cc3c[nH]c4ccccc34)C2=O)c1 (stereo unspecified)	5	1	9	-1	0	4	12	12	-0.3
COc1cc(C2CC(=O)Oc3cc(C)c(Br)c(C)c32)cc(OC)c1OC (stereo unspecified)	.	.	.	.	-13	-2	9	29	1.3
O=C(OCn1nnc2ccccc2c1=O)c1ccc(S(=O)(=O)N2CCOCC2)cc1	-2	-4	8	0	7	1	19	14	1.3
Cc1cc(C)c(S(=O)(=O)NCC2CCC(C(=O)NCCCN3CCC(C)CC3)CC2)c(C)c1 (stereo unspecified)	7	-5	11	-3	8	0	18	14	-1.3
CCC(c1nnnn1CCC(C)C)N1CCC(C(N)=O)CC1 (stereo unspecified)	-16	-3	0	-3	-6	0	22	11	0.1
Cc1nc(C(N)=O)c(N)n1CCc1ccccc1	-5	-1	4	-5	-16	-1	10	8	-0.8
Cn1c(=O)c2c(nc(NC3CCCCC3)n2Cc2ccccc2)n(C)c1=O	13	0	-52	-5	15	2	37	30	0.0
CC(/C=N/NC(=O)c1sc(N)nc1C)=C\c1ccccc1	-10	-1	-14	0	11	-27	17	19	1.6
CCOC(=O)COc1c(OC)cc(Cl)cc1C1NC(=O)NC(C)=C1C(C)=O (stereo unspecified)	4	-1	-10	3	-3	0	0	15	-0.4
CCOC(=O)c1c(S(=O)(=O)NCCCc2ccco2)c(C)n(C)c1C	1	7	0	0	15	-1	1	18	-0.8
Cc1ccc(S(=O)(=O)CCC(=O)Oc2ccc(-c3nnco3)cc2)cc1	24	-2	-4	1	9	-3	10	-18	-0.6
Cc1cc(NC(=O)CCC(=O)N(c2cccnc2)C(C(=O)NC2CCCC2)c2ccccc2F)no1 (stereo unspecified)	5	2	15	-3	10	-4	1	1	.
C[C@H](NS(=O)(=O)c1ccc2c(c1)OCCCO2)C(=O)N1CCN(Cc2ccc(C#N)cc2)CC1	16	-5	2	0	6	1	5	5	0.3
Cc1cccc(NC(=O)c2cc(C)nc3ccccc23)c1	0	0	9	-3	-5	-3	28	4	0.7
COc1ccc(-c2cc3ccccc3oc2=O)cc1NC(=O)c1ccc([N+](=O)[O-])o1	16	7	-94	-3	62*	-1	66*	70*	0.9
O=C1COCCOCCOCC(=O)NCCN1	6	0	7	1	-4	0	6	9	-1.6
COC(=O)[C@H](CCSC)NC(=O)Nc1ccc(OC)c(Cl)c1	2	-3	-7	-2	-14	0	-9	0	0.2
Cc1cccc(OCC(=O)O/N=C(\N)c2ccncc2)c1	-20	0	4	0	15	-1	-1	-5	0.0
COc1ccc(-c2c(C)c3ccc(OCC(C)=O)cc3oc2=O)cc1	-3	-1	2	-5	21	.	38	10	.
Continuation:
SMILES	NLRP3 yeast inh	APJ ag	APJ antag	beta cell repl	TIM10 inh	NR3A LBD binder	tim10-1 inh	tim23-1 inh	MPTP block
S=C(NCCc1cnc[nH]1)NC1CCCC1	6	-2	5	-4	4	2	-3	-2	-6.4
COc1ccccc1N1CCN(S(=O)(=O)CCNC(=O)c2cc(=O)c3ccccc3o2)CC1	22	-2	16	2	3	-4	-4	6	-1.5
COc1ccc(-c2nn(-c3ccccc3F)cc2CNCCn2nc(C)cc2C)cc1	14	-4	-4	-1	14	-6	37	23	-0.8
COc1ccc(NC(=O)CN(C)CC(=O)NC(=O)NC2CCCCC2)cc1	3	-4	1	2	7	-4	15	15	-0.7
Cc1ccc(NC(=O)COc2ccccc2)cc1S(=O)(=O)N1CCCCCC1	9	7	0	-2	17	-1	37	20	-0.3
CCCCN1Cc2c(nc3cc(-c4ccccc4)[nH]n3c2=O)C1=O	14	0	10	0	1	1	-15	5	1.5
O=C(N/N=C/c1c[nH]c2ccccc12)c1ccc2c(c1)OCCO2	13	-2	-2	-4	16	11*	-46	10	0.6
COc1ccc(Cl)cc1C(=O)NNC(=O)c1ccc(F)c(S(=O)(=O)N2CCOCC2)c1	5	-5	4	-1	3	4	11	13	0.1
Cc1cc(C)c(C(N)=O)c(Cl)n1	-5	-3	2	2	2	-2	-3	0	0.0
C=CCSc1nc2c(c(=N)n1CC=C)C1CCCC1S2 (stereo unspecified)	-40	-4	22	-3	-13	2	1	15	1.2
O=C(O)CN1C(=O)C2C3C=CC(C2C1=O)C1C(=O)N(CC(=O)O)C(=O)C31 (stereo unspecified)	12	0	7	3	8	-7	0	0	-1.4
CN(NC(=O)Nc1ccc(Cl)cc1)c1c(Cl)c(Cl)nn1C	-3	-2	-15	-1	12	-2	17	9	2.8
CCN(C(=O)COC(=O)c1ccc(Cl)c(S(=O)(=O)N2CCCCC2)c1)C1CCS(=O)(=O)C1 (stereo unspecified)	2	4	-1	2	12	0	-5	-5	-0.7
O=C(OCC(=O)N1CCN(C(=O)c2ccco2)CC1)c1ccccc1OCc1ccccc1	11	-2	-22	0	-8	-3	20	13	-7.3
Cc1ccc(OCC(=O)Nc2ccon2)c([N+](=O)[O-])c1	17	10	14	5	4	0	1	3	-0.6
Cc1cc(C)n(-c2nnc(C)n2/N=C/c2ccccc2OCc2ccccc2Cl)n1	-1	-4	12	0	32	1	39	31	-1.5
O=C(Nc1ccncc1)C1CCCN(S(=O)(=O)c2cccc3cccnc23)C1 (stereo unspecified)	14	-2	-8	1	7	2	14	14	-0.4
O=C(CN1C(=O)NC2(CCCc3ccccc32)C1=O)Nc1cccc(S(=O)(=O)N2CCCCC2)c1 (stereo unspecified)	2	0	0	0	9	-5	14	1	-2.8
COc1cccc(CNC(=O)CCCN2C(=O)C(c3ccccc3)Oc3cccnc32)c1OC (stereo unspecified)	-4	-3	5	5	13	-3	25	18	-1.0
COc1cc(C(C)=O)ccc1OCC(O)Cn1nc(C)c(Br)c1C (stereo unspecified)	30	-3	14	-1	9	2	12	10	-0.8
CCOC(=O)N/N=C\c1ccc([N+](=O)[O-])s1	20	3	-69	-5	32	-1	53*	87*	0.4
Cc1csc(N(C)C(=O)CSc2nnc(COc3cccc4ccccc34)o2)n1	-8	0	-4	-2	9	-6	4	10	2.0
Cc1cc(=O)n2nc(N3CCC(C(=O)NCc4ccco4)CC3)sc2n1	5	0	9	0	9	2	1	-3	-1.0
CC/C(=N\Nc1ccc([N+](=O)[O-])cc1)c1ccccc1	32	-4	-5	-6	26	-2	37	28	65*
CC(=O)n1c(-c2ccccc2)c(CO)c2ccccc21	20	-4	3	-4	13	1	7	15	-1.0

Compounds shown so far that have a furan ring, fused or not (four):
SMILES	NLRP3 yeast inh	APJ ag	APJ antag	beta cell repl	TIM10 inh	NR3A LBD binder	tim10-1 inh	tim23-1 inh	MPTP block
CCOC(=O)c1c(S(=O)(=O)NCCCc2ccco2)c(C)n(C)c1C	1	7	0	0	15	-1	1	18	-0.8
COc1ccc(-c2cc3ccccc3oc2=O)cc1NC(=O)c1ccc([N+](=O)[O-])o1	16	7	-94	-3	62*	-1	66*	70*	0.9
O=C(OCC(=O)N1CCN(C(=O)c2ccco2)CC1)c1ccccc1OCc1ccccc1	11	-2	-22	0	-8	-3	20	13	-7.3
Cc1cc(=O)n2nc(N3CCC(C(=O)NCc4ccco4)CC3)sc2n1	5	0	9	0	9	2	1	-3	-1.0

More structures follow:
SMILES	NLRP3 yeast inh	APJ ag	APJ antag	beta cell repl	TIM10 inh	NR3A LBD binder	tim10-1 inh	tim23-1 inh	MPTP block
CCN(CC)CCNC(=O)c1[nH]c2ccc(OCc3ccccc3)cc2c1C	18	2	-3	-6	14	-3	28	18	0.6
O/C(=C\c1nc2ccccc2nc1/C=C(\O)c1ccccc1)c1ccccc1	16	-4	-18	-6	45*	22*	37	63*	3.7
CCC(C(=O)NC(C)CCc1ccccc1)n1nc(C)n2c(cc3occc32)c1=O (stereo unspecified)	4	-6	0	1	5	-1	17	2	-3.5
COc1ccc(S(=O)(=O)N2CCOC23CCN(C(=O)c2ccc(Cl)cc2Cl)CC3)cc1	20	-3	16	-6	-1	3	39	40	-0.6
Cc1cccc(N2CCN(C(=O)c3ccc4nc(-c5ccco5)c(-c5ccco5)nc4c3)CC2C)c1 (stereo unspecified)	11	4	-3	-1	13	-8	24	11	7.3
COc1ccc([N+](=O)[O-])cc1NC(=O)C(C)OC(=O)C1c2ccccc2Oc2ccccc21 (stereo unspecified)	9	-3	20	-3	18	-4	21	20	24
C=CCn1c2ccccc2c2nnc(SCC(=O)Nc3cc(C)on3)nc21	-3	-7	38	-1	7	-1	12	14	-0.9
CCCN1C(C)C(C(=O)OCC)=CN(Cc2cccc(I)c2)S1(=O)=O (stereo unspecified)	.	.	.	.	-4	3	15	35	-0.2
N#Cc1ccc(Oc2nc(Nc3ccc(F)cc3)nc(N3CCCC3)n2)cc1	21	4	-17	-3	6	-4	8	12	1.1
CC(=O)Nc1cccc(OCC(=O)NS(=O)(=O)c2ccc(C)cc2)c1	-13	-1	-10	-2	-5	0	2	8	-0.3
CN(Cc1ccccc1)S(=O)(=O)c1ccc(OCC(=O)N2CCC(C(N)=O)CC2)cc1	-4	-3	-1	-4	6	0	-11	18	1.3
NC(=O)c1ccc(NC(=O)COC(=O)c2cc3c(s2)CCC3)cc1	3	-3	10	-4	-7	0	1	5	-1.1
COc1ccccc1NC(=S)NCc1ccc(F)cc1	-11	2	6	-3	24	-1	29	32	-0.2
COc1ccc2c(c1)c(/C=C/c1cc[n+](C)cc1)cn2C	16	2	-4	-6	15	2	5	-2	0.0
CCC(=O)N1Cc2ccccc2-c2ccccc2C1=O	1	-4	-4	2	3	0	14	25	.
CCSc1nnc(SCC(=O)c2c(N)n(C)c(=O)n(C)c2=O)s1	2	-2	8	-4	-8	6	5	5	1.7
Cc1c(O)c(CN2CCCC2)cc2c3c(c(=O)oc12)CCC3	0	-6	6	-3	9	-3	20	53*	0.4
Cc1ccc(S(=O)(=O)N2CCC(C(=O)OC3CCOC3=O)CC2)cc1C (stereo unspecified)	23	1	11	2	2	4	22	29	-1.4
CC(NS(=O)(=O)c1ccc(OCC(=O)N2CCOCC2)cc1)c1ccccc1 (stereo unspecified)	-2	-1	8	2	-8	-17	-19	-14	-0.1
O=C(c1ccc(Cn2c(=S)[nH]c3cc4c(cc3c2=O)OCO4)cc1)N1CCN(c2ncccn2)CC1	11	10	-12	1	6	.	13	12	.
